PAFAH1B3 FP inh: blocks human PAF acetylhydrolase 1B catalytic subunit 3 | Q15102 | recombinant PAFAH1B3, FP-rhodamine probe, fluorescence polarization | inhibition, % at 3.39 µM | 340,000 compounds, 0.28% hits;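 active = inhibition above the screen-wide average of all tested compounds plus 3 SD, cut at about 25% in these data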;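 note: 0% = enzyme with DMSO only and 100% = wells lacking PAFAH1B3 protein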
LYPLA2 inh: LYPLA2 (human) inhibition in PME1 counter-screen; 320,000 compounds, 0.38% hits; inhibition, % at 5.9 µM; recombinant LYPLA2, FP-Rh probe fluorescence polarization; AID 2177;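 active = inhibition above the screen-wide mean plus 3 SD, limit set per campaign, cut at about 26% in these data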;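 note: 0% = LYPLA2 with DMSO and 100% = wells lacking LYPLA2 enzyme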
Target sequence (O95372 whole entry, looked up): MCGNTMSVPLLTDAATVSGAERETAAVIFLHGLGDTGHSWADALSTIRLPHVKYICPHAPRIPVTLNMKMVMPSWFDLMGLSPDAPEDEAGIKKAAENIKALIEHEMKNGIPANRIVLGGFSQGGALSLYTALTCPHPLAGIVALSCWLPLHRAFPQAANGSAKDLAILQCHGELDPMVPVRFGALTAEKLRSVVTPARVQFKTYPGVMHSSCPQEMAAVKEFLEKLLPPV
PME-1 inh: PME-1 (human) inhibition. recombinant PME-1, FP-Rh probe fluorescence polarization. inhibition, % at 5.9 µM. 320,000 compounds, 0.53% hits. Q9Y570;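 active = inhibition above the campaign mean of all compounds plus 3 SD, cut at about 26% in these data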;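 note: competitive labeling of PME-1 active site by serine hydrolase directed probe; 0% = PME-1 with DMSO and 100% = wells lacking PME-1 enzyme; inhibitors block probe labeling so polarization falls and inhibition rises; many of its hits are not listed in these tables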
PAD4 FP inh: blocks human protein arginine deiminase 4 | recombinant PAD4, RCA probe fluorescence polarization | 330,000 compounds, 0.41% hits | inhibition, % at 6.36 µM | Q9UM07 | AID 485272;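 active = percent inhibition above a cutoff equal to the mean of all tested compounds plus 3 SD, cut at about 15% in these data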;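 note: 0% = PAD4 with RCA probe and DMSO and 100% = probe without PAD4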
PAFAH1B2 inh: inhibitors of human PAFAH1B2; P68402; recombinant PAFAH1B2, FP-rhodamine activity probe, fluorescence polarization; inhibition, % at 3.39 µM; 340,000 compounds, 1.2% hits; AID 492953;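 active = inhibition above the mean of all tested compounds plus 3 SD, cut at about 24% in these data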;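 note: 0% = enzyme with DMSO and 100% = wells lacking PAFAH1B2; many of its hits are not listed in these tables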
pPAFAH inh: pPAFAH (human) enzyme inhibition; Q13093; recombinant pPAFAH, FP-rhodamine probe fluorescence polarization; inhibition, % at 3.39 µM; 330,000 compounds, 1.5% hits;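 active = inhibition above the mean inhibition across the screen plus 3 SD, cut at about 25% in these data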;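 note: inhibitors block binding of the rhodamine activity-based probe so polarization drops; 0% = enzyme with DMSO and 100% = wells lacking pPAFAH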
LYPLA1 inh: blocks human lysophospholipase 1, a PME1 counter-screen | AID 2174 | recombinant LYPLA1, FP-Rh probe fluorescence polarization | inhibition, % at 5.9 µM | 320,000 compounds, 0.16% hits;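 active = inhibition above the mean of all tested compounds plus 3 SD, set per campaign, cut at about 14% in these data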;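 note: inhibitors block serine hydrolase probe labeling of LYPLA1 so polarization falls; 0% = enzyme with DMSO and 100% = wells lacking LYPLA1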
PREPL inh: inhibits the human prolyl oligopeptidase-like enzyme | Q4J6C6 | recombinant PREPL, fluorescence polarization activity-based probe | inhibition, % at 5.96 µM | 320,000 compounds, 0.68% hits | AID 2751; in the data active = inhibition above about 43%;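 note: 0% = enzyme with DMSO and 100% = wells lacking enzyme; many of its hits are not listed in these tables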
Target sequence (Q4J6C6 whole entry, looked up): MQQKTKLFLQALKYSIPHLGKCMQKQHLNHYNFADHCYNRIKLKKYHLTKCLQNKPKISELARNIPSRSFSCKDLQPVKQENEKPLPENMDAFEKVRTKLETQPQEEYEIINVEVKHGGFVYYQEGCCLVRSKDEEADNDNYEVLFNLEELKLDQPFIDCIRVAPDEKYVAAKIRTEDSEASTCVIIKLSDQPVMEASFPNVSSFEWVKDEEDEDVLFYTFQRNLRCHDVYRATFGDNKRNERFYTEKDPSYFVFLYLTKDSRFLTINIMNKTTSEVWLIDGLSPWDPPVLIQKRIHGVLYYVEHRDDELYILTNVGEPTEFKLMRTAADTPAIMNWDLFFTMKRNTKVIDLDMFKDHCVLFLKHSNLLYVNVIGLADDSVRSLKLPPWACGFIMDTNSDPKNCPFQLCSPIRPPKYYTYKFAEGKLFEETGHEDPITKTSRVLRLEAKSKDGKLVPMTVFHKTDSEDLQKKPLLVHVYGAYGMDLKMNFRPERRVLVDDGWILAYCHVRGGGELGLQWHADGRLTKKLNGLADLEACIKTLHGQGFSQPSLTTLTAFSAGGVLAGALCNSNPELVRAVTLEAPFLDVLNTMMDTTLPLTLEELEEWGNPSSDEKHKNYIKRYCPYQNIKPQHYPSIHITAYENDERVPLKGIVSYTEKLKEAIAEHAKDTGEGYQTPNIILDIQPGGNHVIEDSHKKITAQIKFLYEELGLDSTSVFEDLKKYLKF
GSTO1 inh: blocks human GSTO1 in RBBP9 counter-screen; P78417; recombinant GSTO1, activity-based probe fluorescence polarization; inhibition, % at 5.96 µM; 300,000 compounds, 1.1% hits;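 active = inhibition above the campaign mean inhibition plus 3 SD, cut at about 35% in these data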;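 note: 0% = GSTO1-1 with DMSO and 100% = wells lacking GSTO1-1 enzyme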
* = called active by the depositor; . = not tested or not shown. A portion of the library, so the mix of outcomes need not match the whole.

SMILES	PAFAH1B3 FP inh	LYPLA2 inh	PME-1 inh	PAD4 FP inh	PAFAH1B2 inh	pPAFAH inh	LYPLA1 inh	PREPL inh	GSTO1 inh
CN(C(=O)CCc1nnc(Cc2ccc(-c3ccccc3)cc2)o1)C1CCOCC1	-1	1	-2	-3	1	-3	2	23	19
CC(=O)NS(=O)(=O)c1ccc(NC(=S)NC(=O)C(C)(C)C)cc1	2	3	4	-2	7	3	-1	12	2
CC(C)(C)C1COc2ccccc2N1C(=O)c1cccc(Cl)c1 (configuration not stated)	-3	4	-9	1	6	-2	2	5	10
CCOC(=O)CSc1nnc(CNC(=O)c2cccs2)n1-c1cccc(C)c1	0	0	-8	1	0	0	0	-2	10
Cc1cccnc1CN1CCN(Cc2nc(Cc3cccc(F)c3)no2)CC1	1	0	0	0	0	4	1	7	5
COc1ccccc1C(=O)NCC(=O)OC(C)C(=O)NC1CCCCC1C (configuration not stated)	-1	-3	0	-2	4	2	-3	-1	.
CC1CCC(NC(=O)c2ccc(NS(=O)(=O)c3ccc4[nH]c(=O)[nH]c4c3)cc2)CC1 (configuration not stated)	6	1	-7	-4	-1	2	-3	-8	-84
COc1ccc(CN(C)CC(=O)c2c(N)n(Cc3ccccc3)c(=O)n(C)c2=O)c(OC)c1	6	1	-3	1	8	2	0	47*	3
O=C1C=C(c2ccccc2)OC(=O)C1C(=O)c1ccccc1 (configuration not stated)	11	4	-2	0	4	2	3	10	0
COc1ccc(S(=O)(=O)N2CC(=O)Nc3ccccc32)cc1F	2	1	-3	6	5	-2	0	14	-2
NNS(=O)(=O)c1ccc2c(c1)Cc1cc(S(=O)(=O)NN)ccc1-2	4	-27	-10	0	-1	11	-22	-51	0
COC(=O)c1ccc(C2C(C#N)=C(N)Oc3cc(N)ccc32)cc1 (configuration not stated)	3	1	-1	-6	6	10	-1	-9	2
O=C(CSc1nnnn1Cc1ccccc1)NC1CCCCC1	2	1	-6	-10	2	1	-4	10	1
CCOC(=O)c1cccc(NC(=O)CCNS(=O)(=O)c2cc(Br)cnc2N)c1	0	-1	1	-1	-2	0	3	-3	2
CCOC(=O)C1CCCN(C(=O)c2cc(-c3ccccc3)on2)C1 (configuration not stated)	-4	-1	1	1	-1	-2	-1	5	6

A few values from above.
CC1CCC(NC(=O)c2ccc(NS(=O)(=O)c3ccc4[nH]c(=O)[nH]c4c3)cc2)CC1 (configuration not stated) in LYPLA2 inh is listed with 1
CCOC(=O)C1CCCN(C(=O)c2cc(-c3ccccc3)on2)C1 (configuration not stated) in PAFAH1B2 inh is listed with -1
NNS(=O)(=O)c1ccc2c(c1)Cc1cc(S(=O)(=O)NN)ccc1-2 in LYPLA2 inh is listed with -27
COC(=O)c1ccc(C2C(C#N)=C(N)Oc3cc(N)ccc32)cc1 (configuration not stated) in LYPLA1 inh is listed with -1

Returning to the listing; the 2 compounds before the break are reprinted first.
SMILES	PAFAH1B3 FP inh	LYPLA2 inh	PME-1 inh	PAD4 FP inh	PAFAH1B2 inh	pPAFAH inh	LYPLA1 inh	PREPL inh	GSTO1 inh
CCOC(=O)c1cccc(NC(=O)CCNS(=O)(=O)c2cc(Br)cnc2N)c1	0	-1	1	-1	-2	0	3	-3	2
CCOC(=O)C1CCCN(C(=O)c2cc(-c3ccccc3)on2)C1 (configuration not stated)	-4	-1	1	1	-1	-2	-1	5	6
COc1ccc2cc(OCC(=O)NNC(=O)Nc3ccc(C(C)=O)cc3)ccc2c1	-6	-6	-16	-4	6	4	-9	-8	-2
Cc1ccc(S(=O)(=O)Nc2c(C)[nH]c(=O)[nH]c2=O)cc1C	19	10	2	2	7	3	12	1	-3
N/C(=N\OC(=O)CCCc1ccccc1)c1cccnc1	6	-1	-8	-3	11	6	-6	-7	-1
O=C(Nc1cc2ccccc2oc1=O)c1ccccc1	.	4	6	-2	.	3	2	0	-1
Cc1nn(-c2ccccc2)c2c1C1(C(=O)N(C(C)C)c3ccccc31)C(C#N)=C(N)O2 (configuration not stated)	4	7	4	-2	2	1	0	7	40*
O=C(CCSc1ccccc1)NCCN1CCOCC1	-2	6	-4	2	6	4	0	11	3
Cc1cc(OCc2cc(C(=O)N3CCCCCC3)no2)cc(C)c1Cl	8	1	-1	-3	2	0	-2	19	-12
Cc1ccc(NC(=O)c2cc(S(=O)(=O)N3CCCCC3)c[nH]2)cc1F	-5	-27	-17	1	-3	-33	-12	6	7
CC(C)n1c(SCC(=O)N2CCCC2)nc2c1c(=O)n(C)c(=O)n2C	-2	3	3	5	5	2	10	2	3
C[C@]12c3[nH]c4cc(-c5ccco5)ccc4c3CCN1C(=O)[C@@H](CC(=O)NCCc1ccccn1)C[C@@H]2C(=O)N1CCOCC1	5	.	.	1	4	4	.	.	.
Cc1ccc(N(C)S(=O)(=O)c2cccc(C(=O)OCC(=O)N3CCCC(C)C3)c2)cc1 (configuration not stated)	0	14	0	0	4	4	2	11	.
CSC1=NC2(CCCCC2)C2=C(CCCC2)N1	-5	3	-4	3	1	2	-2	3	1
CCCC/C(O)=N\S(=O)(=O)c1ccc(N=NN(C)C)cc1	5	2	-9	1	2	0	2	-7	3
COc1ccc(C(=O)Nc2ccc(N3CCN(C(C)=O)CC3)cc2)cc1[N+](=O)[O-]	.	0	-1	-7	.	6	-2	6	10
COc1ccc(S(=O)(=O)N2CCc3ccccc32)cc1C(=O)NCCc1ccccn1	-4	1	10	0	5	3	-4	-18	-8
Cc1nc2ccc(S(=O)(=O)NCC(=O)N3CCOCC3)cc2s1	6	8	-3	0	2	0	7	0	13
CNCCOc1nc(N2CCOCC2)nc(C)c1[N+](=O)[O-]	2	-1	-1	-2	-10	-5	3	5	3
CC1CCCCC12NC(=O)N(Cn1nnc3ccccc3c1=O)C2=O (configuration not stated)	-4	0	-4	3	0	-3	2	12	6
CCCCCCCCCOC(=O)C(CC(=O)O)N1CCOCC1 (configuration not stated)	15	6	6	1	14	13	-1	0	-5
COc1ccc(C(=O)Nc2ccccc2-c2nnn(CC(=O)Nc3ccc4c(c3)OCCO4)n2)cc1	0	7	-12	4	-9	5	-2	15	3
N/C(=N\OC(=O)c1csnn1)c1ccc(C(F)(F)F)cc1	3	1	-3	5	0	7	1	1	5
CCOC(=O)C1=C(CC)Nc2ccccc2N/C1=N\S(=O)(=O)c1ccc(C(=O)OCC)cc1	5	2	8	-3	6	4	-3	0	-7
CC(C)CC(=O)Nc1cc([N+](=O)[O-])ccc1Cl	6	-4	-5	-1	2	2	-4	8	-10
COC(C/C=C\[C@@H](O)[C@H](C)OCc1ccccc1)OC	-10	1	-1	-4	-3	4	1	3	-1
CCC(CC)NC(=O)COC(=O)c1cc(SC)ccc1Cl	.	13	8	-7	.	5	-3	-8	3
C[C@@H](NC(=O)c1[nH]cnc1C(=O)Nc1ccc(Cl)cc1)c1ccccc1	8	-55	7	1	-1	-3	-22	-38	.
CN(Cc1cccs1)C(=O)COC(=O)CNC(N)=O	17	7	3	0	-2	0	-1	4	6
O=C(NCc1ccc(F)cc1)c1cc2c(cc1Cl)N1CCCCCC1=NS2(=O)=O	6	-2	-3	-5	-1	5	-1	6	.
COc1cc(C(C)=O)ccc1Oc1ncccn1	2	5	0	-3	-2	2	0	9	6
CCCC(=O)Nc1ccc2c(c1)COC2=O	0	-8	-10	1	1	-5	-1	6	8

The closing 6 entries of the part before open the next one.
SMILES	PAFAH1B3 FP inh	LYPLA2 inh	PME-1 inh	PAD4 FP inh	PAFAH1B2 inh	pPAFAH inh	LYPLA1 inh	PREPL inh	GSTO1 inh
CCC(CC)NC(=O)COC(=O)c1cc(SC)ccc1Cl	.	13	8	-7	.	5	-3	-8	3
C[C@@H](NC(=O)c1[nH]cnc1C(=O)Nc1ccc(Cl)cc1)c1ccccc1	8	-55	7	1	-1	-3	-22	-38	.
CN(Cc1cccs1)C(=O)COC(=O)CNC(N)=O	17	7	3	0	-2	0	-1	4	6
O=C(NCc1ccc(F)cc1)c1cc2c(cc1Cl)N1CCCCCC1=NS2(=O)=O	6	-2	-3	-5	-1	5	-1	6	.
COc1cc(C(C)=O)ccc1Oc1ncccn1	2	5	0	-3	-2	2	0	9	6
CCCC(=O)Nc1ccc2c(c1)COC2=O	0	-8	-10	1	1	-5	-1	6	8
Cc1ccc2cc(C(c3nnnn3C3CCCC3)N(Cc3ccccc3)Cc3ccco3)c(=O)[nH]c2c1 (configuration not stated)	-2	0	-1	4	-3	-6	-5	-1	-4
CN(C)S(=O)(=O)c1ccc(NC(=O)CSc2nnc(-c3ccco3)n2N)cc1	15	.	.	-4	4	3	.	18	.
Cc1cc(NC(=O)CSc2nc(C(C)C)nc3ccccc23)no1	4	2	-1	7	0	-2	0	10	-13
CCc1nc(Nc2ccc(NC(C)=O)cc2)c2oc3ccccc3c2n1	5	1	2	3	8	12	8	16	-4
O=C(c1ccc(-n2cnnn2)cc1)N(C1CCCCC1)C1CCCCC1	2	1	-1	2	-1	4	2	-9	11
CCOc1ccc(C(=O)NCC2CCCO2)cc1 (configuration not stated)	15	2	-2	-3	0	4	-1	11	3
COc1cc([C@@H]2CC=C(C(=O)O)[C@H](c3ccc(F)cc3)N2S(=O)(=O)c2ccc(C)cc2)cc(OC)c1OC	9	-2	0	2	3	2	-5	5	-9
Nn1c(SCc2cccc(Oc3ccccc3)c2)nnc1C(F)(F)F	2	5	4	0	1	3	3	7	10
CCOC(=O)c1cn2nc(N3CCCC3)ccc2n1	-7	1	0	-1	9	-5	-1	-11	-1
CCC(C)(C)C1CCC2(CC1)NC(=O)N(CC(=O)Nc1cc(C(F)(F)F)ccc1N1CCOCC1)C2=O (configuration not stated)	15	7	-2	-5	4	8	4	0	2
Cc1ccc(C(c2nnnn2Cc2cccs2)N2CCN(Cc3ccc4c(c3)OCO4)CC2)cc1 (configuration not stated)	1	-6	2	2	9	0	-3	-3	6
Cc1cccc(NC(=O)c2ccc(-c3ccccc3[N+](=O)[O-])o2)c1	1	-7	4	-4	4	6	-2	22	-7
CCc1ccc(C(=O)NNc2ccc(C)c(Cl)c2)cc1	.	-5	-2	-4	.	2	0	7	7
Cc1nccc(-c2ccc(-n3c(C)ccc3C)cc2)n1	2	3	-6	-3	1	-3	-2	-5	9
CC(C)NC(=O)CN1CCN(C(=O)c2ccc3oc(CCCc4ccccc4)nc3c2)CC1	6	-1	-1	2	1	7	0	9	0
CCOC(=O)C1(Cc2ccc(OC)cc2)CCN(C(=O)CN2CCCCC2=O)CC1	.	6	-8	-5	.	-3	5	9	11
Cn1cc(C(N)=O)c2ccccc21	4	3	3	3	11	7	2	3	-8
COC(=O)C(Cc1ccccc1)NC(=O)c1cc(S(=O)(=O)N(C)C)ccc1Cl (configuration not stated)	10	5	4	4	8	0	3	14	28

Screens as filed in PubChem.
